Source: PubChem (several laboratories)
Wnt act: activates Wnt/beta-catenin signaling in a reporter cell assay; activator, plate reader; activation, % at 9.35 µM; actives 1.2% (n = 300,000); in the data active means activation above about 30%, passing the limit was not always enough;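 further: 0% = neutral control wells and 100% = positive control wells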
Rtt109 Vps75: C. albicans Rtt109 histone acetyltransferase inhibition | purified Rtt109/Vps75, ThioGlo CoA-SH fluorescence, 4 h | Q5AAJ8 | inhibition, % at 34.9 µM | actives 0.16% (n = 330,000) | AID 540336;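 active means inhibition of at least 50% in every replicate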
dFosB act: mouse delta FosB homodimer activation; activation, % at 25 µM; purified delta FosB, TAMRA-CDK5 oligo fluorescence polarization; percent of positive-control signal above neutral wells; P13346; actives 0.99% (n = 340,000);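 active means mean activation above about 17%, with every replicate also reaching it, limit read from the data, passing the limit was not always enough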;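 further: fluorescence polarization rise as delta FosB binds a TAMRA Cdk5 AP-1 oligo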
Target sequence (P13346 whole entry, looked up): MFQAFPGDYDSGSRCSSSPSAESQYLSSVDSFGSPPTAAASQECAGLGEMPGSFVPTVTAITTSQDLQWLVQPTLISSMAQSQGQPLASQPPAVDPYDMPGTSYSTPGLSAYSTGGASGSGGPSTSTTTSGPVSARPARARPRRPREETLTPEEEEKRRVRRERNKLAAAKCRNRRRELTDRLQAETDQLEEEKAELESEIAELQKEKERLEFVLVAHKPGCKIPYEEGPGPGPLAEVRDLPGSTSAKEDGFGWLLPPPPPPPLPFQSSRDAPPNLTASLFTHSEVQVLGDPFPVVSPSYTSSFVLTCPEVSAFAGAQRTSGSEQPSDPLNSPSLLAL
MITF act: MITF TRPM1 promoter activation in melanoma cells; AID 588334; actives 0.75% (n = 300,000); SK-MEL-5 TRPM1-promoter luciferase, 24 h; % of positive control, neutral wells = 0; activation, % at 12.5 µM;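 active means mean activation of at least 80% with every replicate also reaching 80%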;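 further: 0% = neutral control wells and 100% = parthenolide positive control wells; values of inactives mirror those of a sister screen read the other way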
SR-BI DiI inh: mouse SR-BI HDL lipid transfer inhibition. Q61009. ldlA[mSR-BI] CHO cells, DiI-HDL uptake fluorescence, 3 h. inhibition, % at 12.5 µM. actives 0.96% (n = 320,000);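 active means mean replicate inhibition of at least 70% and a set share of replicates each scoring 70 or more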;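 further: 0% = median of neutral control wells and 100% = median of positive control wells; values of inactives mirror those of a sister screen read the other way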
HTR5A ag ctr: activates human HTR5A in OPRM1-OPRD1 agonist counter-screen; HTR5A agonist assay, luminescence, cell-based; actives 0.61% (n = 340,000); AID 504692; activation, % at 9.3 µM; in the data active means activation mostly above about 9.5%, no sharp cut-off; inactive means mostly below about 7.6%;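 further: 0% = cells with vehicle only and 100% = reference agonist; strong numbers were not always called active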
SR-BI uptake up: activators of SR-BI mediated HDL lipid uptake | CHO ldlA[mSR-BI] cells, DiI-HDL uptake fluorescence, 3 h; 100 = double the neutral-control signal | activation, % at 12.5 µM | actives 0.096% (n = 320,000);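 active means mean replicate activation of at least 60% and every replicate at or above 60%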;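 further: 0% = median plate neutral-control signal and 100% = twice that signal; values of inactives mirror those of a sister screen read the other way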
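Assay system: CHO ldlA[mSR-BI] cells, LDL receptor-null, SR-BI overexpressing; medium: Ham's F12 with 0.5% BSA, HEPES 25 mM, pH 7.4; also added: DiI-HDL 10 µg/mL; timing: 3 h uptake period with compound, 37 °C; signal: DiI fluorescence, bottom read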
RTF Ca sens act: increases calcium sensitivity of human cardiac regulated thin filaments | P19429+P45379 | IANBD-labeled TnC RTF fluorescence at EC20 calcium; 0% EC20 calcium, 100% full calcium | activation, % at 7.2 µM | actives 0.24% (n = 340,000) | AID 493008;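 active means activation above the mean over all tested compounds plus 3 SD, cut at about 30% in these data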;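 further: rise in fluorescence read as greater calcium sensitivity of cardiac thin filaments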
PvdQ acylase: P. aeruginosa PvdQ acylase inhibition. purified PvdQ acylase, fluorescence plate reader. actives 0.063% (n = 340,000). inhibition, % at 10 µM. AID 488965; in the data active means inhibition above about 30%, passing the limit was not always enough;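 further: 0% = vehicle neutral wells and 100% = reference inhibitor wells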
CDK5 p35 inh: inhibitors of human CDK5/p35 kinase; actives 0.01% (n = 330,000); AID 488839; Q00535+Q15078; Recombinant CDK5/p35, ADP-Glo luminescence, 60 min; inhibition, % at 10 µM;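 active means highest replicate inhibition of at least 50% and at least 75% of replicates reaching 50%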;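 further: plate controls were DMSO neutral control for no effect and GW8510 at 10 µM for full effect; many of its hits are not listed in these tables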
Target sequence (Q00535 whole entry, looked up): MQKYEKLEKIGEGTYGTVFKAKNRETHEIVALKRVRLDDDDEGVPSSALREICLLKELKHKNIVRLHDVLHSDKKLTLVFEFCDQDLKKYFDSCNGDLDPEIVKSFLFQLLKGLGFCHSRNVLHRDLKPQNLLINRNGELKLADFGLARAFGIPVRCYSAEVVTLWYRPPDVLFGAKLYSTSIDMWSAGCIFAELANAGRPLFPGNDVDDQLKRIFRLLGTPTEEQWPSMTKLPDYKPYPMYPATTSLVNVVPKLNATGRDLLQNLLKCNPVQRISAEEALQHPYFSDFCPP
Target sequence (Q15078 whole entry, looked up): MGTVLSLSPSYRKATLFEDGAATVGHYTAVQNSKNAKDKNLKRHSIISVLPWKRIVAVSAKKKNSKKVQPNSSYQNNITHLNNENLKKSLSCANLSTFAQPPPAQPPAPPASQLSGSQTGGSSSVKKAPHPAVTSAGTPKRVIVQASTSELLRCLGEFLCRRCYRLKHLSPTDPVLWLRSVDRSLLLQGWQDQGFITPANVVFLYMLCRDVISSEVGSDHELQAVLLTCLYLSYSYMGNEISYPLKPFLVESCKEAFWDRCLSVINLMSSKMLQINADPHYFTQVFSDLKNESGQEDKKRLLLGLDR
Active calls of the source: *; . = not tested or not shown. Rows were taken by chance; any-hit rate near 4.4%.

Compound	MITF act	CDK5 p35 inh	dFosB act	HTR5A ag ctr	SR-BI DiI inh	PvdQ acylase	Wnt act	SR-BI uptake up	RTF Ca sens act	Rtt109 Vps75
Cc1ccc(NC(=O)CSc2nc3nn(-c4ccccc4)c(=O)c-3c3n2CCCCC3)cc1F	2	2.4	-9	8	30	-10	-5	-30	-3	4
Cc1ccccc1CNC(=O)c1ccccc1C	-7	-0.7	4	5	19	4	.	-19	-1	6
COc1cccc(C(=O)Nc2nc3c(s2)CN(C)CC3)c1	61	0.7	3	-1	22	12	.	-22	4	4
Cc1cccc(NC(=O)c2nc[nH]c2C(=O)NCCCNC(=O)c2[nH]cnc2C(=O)Nc2cccc(C)c2)c1	13	0.8	-1	1	-20	-11	-2	20	12	4
Cc1cc(OCCCCN2C(=O)NC(C)(C)C2=O)cc(C)c1Cl	8	0.9	-3	1	18	-11	-6	-18	-6	-2
O=C(Nc1ccc(Cc2ccncc2)cc1)c1cc([N+](=O)[O-])ccc1N1CCOCC1	20	-0.7	-9	-4	.	-1	-2	.	5	-1
CCN(CC)CCNC(=O)c1ccc(NC(=O)c2cn(-c3ccccc3)nc2-c2cccs2)cc1	-75	-3.2	-106	1	-31	-3	-9	31	-5	.
O=c1c(Cl)c(Cl)cnn1Cc1ccc(F)cc1	-79	0.2	-4	5	-38	-7	.	38	3	-11
Clc1ccc(-c2nc(C3CCCCC3)no2)cc1	91*	-0.1	3	1	-1	-8	71*	1	-3	-8
Cc1ccc(Cl)cc1N1CCN(C(=O)C2(S(=O)(=O)c3ccc(Cl)cc3)CC2)CC1	.	0.9	0	2	38	-7	2	-38	8	0
O=C(c1ccc(NS(=O)(=O)c2cccc(C(F)(F)F)c2)cc1)N1CCCC1	8	0.2	-1	2	-10	-11	-1	10	-2	10
CCOc1ccc(NC(=O)CN2CCN(CC(=O)Nc3ccc4c(c3)OCO4)CC2)cc1	-11	-3.5	-7	4	62	-20	.	-62	2	-2
O=C(CSc1n[nH]c(-c2ccccn2)n1)Nc1ccccc1	0	-2.0	-6	0	-2	-12	-3	2	-4	-5
COc1ccccc1NC(=S)N1CCN(c2ccc(F)cc2)CC1	7	-1.3	-3	1	13	-8	0	-13	-3	2
COCCn1c(=S)[nH]c2cc(C(=O)N3CCN(c4ccccc4OC)CC3)ccc2c1=O	-11	1.4	-5	2	20	-12	.	-20	-7	-2
Cc1cc(C(=O)N(C)CC(=O)Nc2ccc(F)c(F)c2F)no1	-5	-0.8	2	0	-4	-11	-5	4	0	3
C/C(=C/C#N)Nc1ccc(C)cc1	0	0.4	0	-1	0	5	10	0	-1	-2
CN(CC(=O)Nc1c(Cl)cccc1Cl)C(=O)C1CC(=O)N(Cc2ccccc2)C1 (configuration not stated)	-6	-1.6	4	-3	-8	2	0	8	2	3
O=[N+]([O-])c1cc(-c2nc3nc4ccccc4nc3n2CCc2ccccc2)cc([N+](=O)[O-])c1	-13	0.2	-19	13	8	4	6	-8	-1	4
NC(=O)Cn1nc([N+](=O)[O-])nc1Oc1ccccc1C(=O)N1CCOCC1	-12	0.6	6	3	-17	-14	-1	17	2	0
COc1ccc(CCNC(=O)CS(=O)(=O)Cc2nc(-c3ccccc3Cl)oc2C)cc1OC	.	0.6	0	5	15	-12	-2	-15	3	-1
COc1ccc(Oc2coc3c(CN(C)C)c(O)ccc3c2=O)cc1	-5	0.8	-1	-5	33	1	-3	-33	4	11
CCOC(=O)N1CCN(C(=O)c2c(-c3ccccc3)noc2C)CC1	11	-0.9	-8	7	-19	15	0	19	-2	26
COCCNC(=O)C(=O)NNS(=O)(=O)c1ccc(Cl)cc1	5	-3.3	3	5	-17	-12	-1	17	2	4
COc1cccc(N/C(SCc2ccccc2C)=C(/C#N)C(=O)NCc2cccs2)c1	-1	-2.1	-4	-1	17	3	.	-17	-8	2
CCC(=O)Nc1ccc(C(=O)NNC(=O)c2cc([N+](=O)[O-])cc([N+](=O)[O-])c2)cc1	-3	3.0	-4	-3	38	6	-1	-38	5	-5
Cc1c[n+](CC(=O)c2ccccc2)cs1	.	-5.2	-4	4	-3	-14	0	3	3	-1
COc1ccc(NC(=O)COc2ccc(/C=N/NC(=O)c3cccnc3)cc2OC)cc1	41	-0.9	-11	4	20	-2	3	-20	-6	.
COc1ccc(CC(=O)N(C)Cc2ccc(C(C)(C)C)cc2)cc1S(=O)(=O)N1CCOCC1	2	1.4	-24	4	-12	-9	-2	12	-1	5
CCC(=O)c1ccc(OCC(=O)N(C)CC(=O)Nc2cccc(F)c2)cc1	-5	-3.9	-9	-3	-4	-12	-2	4	4	.
Cc1nn(Cc2nnc(SCC(=O)Nc3ccc(Cl)cc3)n2C)c(C)c1[N+](=O)[O-]	.	0.3	-3	.	21	-9	-2	-21	.	-13
O=C(CC1NCCNC1=O)Nc1cc(Cl)cc(Cl)c1 (configuration not stated)	3	1.2	-1	-1	-43	-22	0	43	3	9
COc1ccc(-c2csc(C3=C(O)CN(CCCN4CCCC4=O)C3=N)n2)cc1OC	13	-1.0	-8	3	-1	1	2	1	3	12
CC(C)COc1ccc(C(=O)Nc2ccc(SC(F)F)cc2)cc1	57	-0.5	1	1	31	-7	15	-31	2	-2
Cc1nn(Cc2ccccc2)c(C)c1NS(=O)(=O)c1ccccc1	1	-1.1	-7	1	1	-12	-1	-1	-6	6
C=CCn1c(-c2ccccc2)nc(=S)c2c1CCCC2	.	-2.3	-3	-1	-31	-15	0	31	1	4
COc1cc(OC)c(C(=O)Oc2ccc3c(c2)OCO3)cc1OC	-10	-1.9	1	11	20	-4	.	-20	-1	2
CCOC(=O)c1c(NC(=O)CCS(=O)(=O)c2ccccc2)sc2c1CC(C)(C)NC2(C)C	10	0.1	-5	-4	5	-3	-1	-5	0	6
Cc1ccc(C2(C)NC(=O)N(CC(=O)N3CCN(S(=O)(=O)c4cccs4)CC3)C2=O)cc1 (configuration not stated)	-3	-0.5	0	0	9	3	-1	-9	-2	16
CCOCCCNC(=O)c1cccc(OC2CCN(S(C)(=O)=O)CC2)c1	.	-1.6	-3	2	-11	-8	13	11	0	4
CCC(=O)N1CCN(c2ccc(NC(=O)c3cccs3)cc2)CC1	30	-0.1	0	-1	-10	2	.	10	-2	4
CNC(=S)NCCCc1ccccc1	5	0.2	-3	0	.	-6	-1	.	2	-8
CC1CCC2(CC1)NC(=O)N(NC(=O)c1ccc(OC(C)C)cc1)C2=O (configuration not stated)	7	-1.3	-11	0	2	3	6	-2	-7	-1
Cc1ccc(CCNC(=O)Cn2ncc3c([nH]c4ccccc43)c2=O)cc1	0	-1.5	6	3	-4	-5	-2	4	11	3
CC1C(c2ccccc2)N(C)C(c2ccccc2)CC1(O)c1ccc(F)cc1 (configuration not stated)	-4	-0.9	2	0	-9	-11	-6	9	5	6
Cc1c(Cl)cccc1NC(=O)CCC(=O)NNC(=O)c1ccccc1	5	-1.7	16	0	15	-12	.	-15	-4	4
COC(=O)CNc1nc(-c2cccnc2)nc2ccccc12	-9	-0.9	-19	1	4	4	-2	-4	-5	9
COc1cc(=O)[nH]c(SCC(=O)Nc2nc3c(s2)CCCC3)n1	-13	1.9	3	2	.	-7	3	.	-4	1
CCOc1ccccc1NC(=O)CN1c2cccc3cccc(c23)S1(=O)=O	-12	-0.8	-1	5	30	-7	-3	-30	-6	2
CCN1CCN(CC(=O)Nc2cc(C)on2)CC1	.	-1.0	-3	2	7	5	-2	-7	1	19
CCN(CC)c1ccc(C=Nc2cccc(S(=O)(=O)N3CCOCC3)c2)c(O)c1	-1	-0.2	5	-2	-11	-15	-1	11	3	5
CNC(=S)N=Nc1c(O)[nH]c2ccc(C(C)C)cc12	-2	1.5	0	-3	9	-1	0	-9	-2	3
O=C(Cn1ncc(Cl)c(Cl)c1=O)Nc1ccc2c(c1)OCO2	-78	1.5	-9	-2	28	-11	-26	-28	8	-5
CN1C(=S)SC(C)(C)C1NO (configuration not stated)	-1	1.1	2	1	-15	-17	.	15	5	-3
Cc1ccccc1OCc1nc2ccccc2c(=O)n1/N=C/c1cccc([N+](=O)[O-])c1	22	0.7	-2	-1	32	-2	.	-32	6	-1
O=C(CCS(=O)(=O)c1ccccc1)N1CCN(c2ccccc2)CC1	58	-0.7	7	-2	1	6	26	-1	1	11

Following part:
Compound	MITF act	CDK5 p35 inh	dFosB act	HTR5A ag ctr	SR-BI DiI inh	PvdQ acylase	Wnt act	SR-BI uptake up	RTF Ca sens act	Rtt109 Vps75
O=S(=O)(c1ccc(=S)[nH]c1)N1CCOCC1	-6	-2.5	1	1	-9	-7	0	9	7	13
CS(=O)(=O)N(CC(=O)N1CCOCC1)c1ccc2c(c1)OCO2	11	0.2	2	0	-22	-15	-2	22	-1	-4
CCC(=O)c1cn([C@@H](CCC(OC)OC)CC(=O)OC(C)(C)C)cc1CC	4	0.0	-12	0	-2	-10	-2	2	-2	-20
Cc1cc(C)n(CC(O)Cn2cnc3c2c(=O)n(C)c(=O)n3C)n1 (configuration not stated)	6	-1.0	-1	-1	-5	-14	.	5	-1	-5
c1ccc(COCC2CCNCC2)cc1	.	-4.7	-2	3	23	-8	0	-23	-5	6
Cc1cc(NC(=O)Cn2cnc3sccc3c2=O)no1	-1	-1.8	-2	-3	-17	3	-1	17	-4	-1
CCCN(CCC)S(=O)(=O)c1ccc(C(=O)Nc2cccnc2)cc1	-1	1.2	-7	-4	2	-5	0	-2	-6	-1
COCCCNCCCOc1ccc(C(C)(C)c2ccccc2)cc1	23	0.9	-4	-3	4	-6	-5	-4	2	-5
COc1ccc(CCNC(=O)/C=C/c2cc(OC)c(OC)c(OC)c2)cc1OC	-9	-7.3	-5	2	44	-22	-1	-44	-1	3
O=C1CC(Nc2cc(=O)[nH]c(=O)[nH]2)C(=O)N1c1ccccc1Cl (configuration not stated)	-2	0.1	-4	1	.	2	2	.	-2	11
O=C(CSCc1ccc(Cl)cc1Cl)Nc1ccccc1C(=O)Nc1ccc(C(=O)O)cc1	5	-1.0	-13	3	-1	-6	0	1	14	7
CCCCOc1ccc(C(=O)Nn2cnnc2)cc1	-3	0.3	-4	-2	-1	-9	.	1	-2	-3
C/C(Cl)=C/Cn1c(SC(C)C)nc2c1c(=O)[nH]c(=O)n2C	.	-0.3	-8	1	.	-11	-2	.	6	-1
CCOc1ccccc1N1CCN(C(=O)c2ccccc2)CC1	.	-0.3	2	5	-4	-2	-2	4	1	2
COc1ccc(NC(=O)C2CCCC2)cn1	1	-1.2	-5	0	-3	-16	-2	3	4	0
N#CCCN(Cc1ccccc1)C(=O)Nc1ccccc1	1	1.4	-2	1	-26	-6	-2	26	-8	-16
O=C(O)/C=C/C(=O)Nc1ccccc1SC(F)(F)F	-1	0.5	-2	2	-15	-9	.	15	3	-1
